Mcl1 Noxa PPI: disrupts binding of human Mcl-1 to Noxa peptide. Q07820. TR-FRET Mcl-1/Noxa peptide binding, 2 h. inhibition, % at 21.7 µM. 220,000 tested, 1.5% active;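 active = compounds that cut the protein-peptide binding signal by more than 50% relative to plate controls in a single-dose test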;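 note: His-tagged Mcl-1 with rhodamine Noxa BH3 peptide and terbium anti-His antibody; 0% = Mcl-1 plus Noxa peptide wells and 100% = peptide-only wells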
Target sequence (Q07820 whole entry, looked up): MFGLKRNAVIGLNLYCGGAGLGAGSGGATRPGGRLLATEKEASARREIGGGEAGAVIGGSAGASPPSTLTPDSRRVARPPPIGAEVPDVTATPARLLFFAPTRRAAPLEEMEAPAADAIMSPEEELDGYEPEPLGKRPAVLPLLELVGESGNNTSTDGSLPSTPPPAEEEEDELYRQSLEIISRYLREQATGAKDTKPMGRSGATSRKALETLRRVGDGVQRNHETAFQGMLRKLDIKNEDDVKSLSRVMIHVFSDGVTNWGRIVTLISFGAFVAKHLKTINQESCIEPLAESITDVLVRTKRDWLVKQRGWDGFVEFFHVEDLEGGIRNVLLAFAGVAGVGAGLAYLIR
Rab7 wt modul: alters GTP binding to wildtype dog Rab7 | GTP binding activity (percent of control), % at 10 µM | GST-Rab7 beads, fluorescent GTP binding, flow cytometry; actives lie on both sides; untreated = 100%, excess cold GTP = 0% | 190,000 tested, 0.055% active;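 active = fluorescent GTP binding to Rab7 beads changed by at least 20 points from the 100% baseline, either direction, mostly lower; inconclusive = compound itself probably fluorescent, or too few beads counted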;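 note: median green fluorescence of bound Bodipy-FL-GTP per Rab7 bead population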
Rab2 wt GTP: changes GTP binding to wildtype dog Rab2A, up or down; AID 760; 190,000 tested, 0.19% active; GTP binding activity, % at 10 µM; GST-Rab2 wt beads, Bodipy-GTP binding, flow cytometry;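 active = GTP binding activity at least 20 points away from 100%, either lowered or raised; inconclusive = signal likely due to the compound's own green fluorescence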;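 note: 0% = beads with excess unlabeled GTP and 100% = no-compound control corrected for plate trend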
Cdc42 wt GTP: human Cdc42 wildtype GTP binding change, either direction. P60953. GST-Cdc42 beads, Bodipy-GTP binding, flow cytometry; actives lie on both sides. percent activity (GTP binding), % at 10 µM. 190,000 tested, 0.2% active;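 active = percent activity GTP binding at least 20 points away from the 100% baseline, either down as inhibitor or up as activator; inconclusive = compound flagged as likely green fluorescent from well-wide comparison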;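 note: median bead fluorescence of bound Bodipy-FL-GTP at 100 nM; 0% = excess unlabeled GTP control and 100% = no compound control; below 100% means less GTP binding so inhibitor and above means activator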
Target sequence (P60953 whole entry, looked up): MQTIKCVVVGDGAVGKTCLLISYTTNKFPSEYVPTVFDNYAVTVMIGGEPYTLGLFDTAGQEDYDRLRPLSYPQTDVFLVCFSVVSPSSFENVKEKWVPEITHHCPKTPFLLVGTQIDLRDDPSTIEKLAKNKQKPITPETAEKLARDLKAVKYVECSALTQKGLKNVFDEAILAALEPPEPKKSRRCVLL
Mcl1-Bid inh: disrupts binding of human Mcl-1 to Bid peptide. TR-FRET Mcl-1/Bid-Dy647 peptide binding, 1536-well. inhibition, % at 21.7 µM. Q07820. 220,000 tested, 0.97% active;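 active = compounds that cut the binding signal by more than half at the single screening dose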;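 note: His-tagged Mcl-1 with europium anti-His antibody binding Bid BH3 peptide; 0% = Mcl-1 plus peptide wells and 100% = peptide-only wells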
Rac1 wt modul: human Rac1 wildtype GTP binding, inhibitors and activators; P63000; GST-Rac1 beads, fluorescent GTP binding, flow cytometry; actives lie on both sides; 0 = cold GTP competed, 100 = untreated; GTP binding activity (% of control), % at 10 µM; 190,000 tested, 0.27% active; AID 757;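 active = GTP binding activity at least 20 points away from the 100% control level, either lower or higher; inconclusive = compound flagged as likely green fluorescent, judged across all proteins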
HRas wt GTP: human HRas wildtype GTP binding, change in either direction. 190,000 tested, 0.14% active. GST-Ras wt beads, Bodipy-FL-GTP binding, flow cytometry; actives lie on both sides. GTP binding activity, % at 10 µM. P01112;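 active = GTP binding activity at least 20% away from the 100% baseline, either lowered as inhibitor or raised as activator; inconclusive = flagged as likely green fluorescent, judged across all proteins in the well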;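 note: 0% = unlabeled GTP competition control and 100% = no-compound control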
Target sequence (P01112 whole entry, looked up): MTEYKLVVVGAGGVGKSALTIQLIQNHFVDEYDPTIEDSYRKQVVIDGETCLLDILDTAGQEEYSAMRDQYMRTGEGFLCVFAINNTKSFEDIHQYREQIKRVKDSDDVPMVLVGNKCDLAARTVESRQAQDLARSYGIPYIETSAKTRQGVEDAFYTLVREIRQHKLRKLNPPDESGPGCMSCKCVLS
Rac1 mut GTP: modulators of GTP binding to human Rac1 activated mutant. P63000. GST-Rac1 activated beads, fluorescent GTP binding, flow cytometry; actives lie on both sides; 100% means binding = to untreated wells. percent activity (GTP binding), % at 10 µM. 190,000 tested, 0.11% active. AID 764;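 active = GTP binding at least 20 percentage points away from the 100% baseline, in either direction, so actives lie on both sides; inconclusive = Compound likely fluorescent itself, or too few beads counted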
Avidin bead fluor: compound fluoresces at 488/530 nm on avidin beads | fluorescence (KMESF) at 10 µM | 220,000 tested, 0.38% active | compound fluorescence 488/530 nm, flow cytometry; stronger effect = higher value; in the data active = fluorescence above about 47; note: inactives centre near 10
Bim-Mcl-1: human Bim-Mcl-1 interaction inhibition. Q07820. Bead-based flow cytometry, Bim peptide-Mcl-1 binding. inhibition, % at 10 µM. 190,000 tested, 0.1% active. AID 1009; in the data active = inhibition above about 40%;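 note: 0% = no compound tracer wells and 100% = peptide blocker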
Pf gametocyte: P. falciparum stage V gametocyte viability inhibition | P. falciparum stage V gametocytes, ATP luminescence, 24 h | inhibition, % at 10.9 µM | 150,000 tested, 0.065% active | AID 743093;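 active = inhibition above the mean plus 3 SD of compounds within the control limits, set per campaign, cut at about 38% in these data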;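 note: 0% = DMSO wells and 100% = medium only without gametocytes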
* marks the source's active call; other numbers are inactive results; u = inconclusive; x = no result given.

SMILES	Mcl1 Noxa PPI	Rab7 wt modul	Rab2 wt GTP	Cdc42 wt GTP	Mcl1-Bid inh	Rac1 wt modul	HRas wt GTP	Rac1 mut GTP	Avidin bead fluor	Bim-Mcl-1	Pf gametocyte
Cc1c(/C=C/C(=O)c2ccccc2)cnn1C	-1	99	101	97	-17	99	98	96	15	0	5
COc1cccc(/C=C2\N=C(c3c(-c4ccccc4)noc3C)OC2=O)c1	5	92	92	95	-4	91	90	91	1	-6	1
Cc1ccc(NC(=O)CN(C)c2ccc(S(=O)(=O)N3CCCC3)cn2)cc1	8	95	94	95	0	98	96	98	13	-1	12
COc1ccc2[nH]cc(CCn3ccc(=O)c(C)c3C)c2c1	7	99	97	97	-74	101	98	98	8	0	-8
CCOC(=O)c1nnn(-c2nonc2N)c1CNc1ccccc1	16	107	109	108	-9	108	106	100	7	0	8
O=C(Cc1ccccc1)NCCc1ccc(Cl)cc1Cl	25	100	97	101	-12	105	99	96	15	-2	x
CC1(C)C(C#N)=C(N)OC2=C1C(=O)CCC2	-7	96	98	100	-15	98	97	97	9	0	x
C#CCOCCOCCOCCNc1nc(N2CCN(C(=O)[C@H](Cc3cc4ccccc4[nH]3)n3cc([C@@H](N)C(C)CC)nn3)CC2)nc(N2CCN(C(=O)[C@H](CCCCN)n3cc([C@@H](N)CC(C)C)nn3)CC2)n1 (some centres not stated)	40	96	98	99	78*	99	99	101	6	0	x
Cc1nnc2ccc(-c3cccc(NC(=O)c4ccc(Cl)nc4)c3)nn12	14	95	91	91	-8	86	91	91	23	0	8
Cc1cc(=O)n2[nH]c(-c3ccc(F)cc3)cc2n1	6	101	101	103	-19	104	102	99	34	-4	1
O=C(OCc1cc(Cl)ccc1OC(F)F)c1cncc(Br)c1	2	95	87	85	-5	89	91	86	12	-1	26
Cc1ccc(C(=O)NCC(=O)OCc2csc(-c3ccccc3)n2)cc1	1	97	95	97	10	99	95	92	6	2	x
CCOC(=O)C(N)CSC1CC(=O)N(c2ccc(C(=O)OC)cc2)C1=O (configuration not stated)	13	104	103	102	-24	111	105	103	10	-1	x
CCC(C)NC(=O)NC(=O)N(C1CCCCC1)S(C)(=O)=O (configuration not stated)	-2	97	98	99	-8	98	100	97	9	1	15
O=C(CN(C(=O)C1CSC(=O)C1)c1cccc(F)c1)NC1CCCC1 (configuration not stated)	-2	92	94	98	0	100	95	95	16	11	-42
COc1ccc(C2Nc3ccccc3C(=O)N2Cc2ccco2)cc1COc1ccc(NC(C)=O)cc1 (configuration not stated)	3	98	92	93	-12	95	96	94	34	0	x
Cc1ccc2c(ccn3cc4c(c(=O)n(C)c(=O)n4C)c23)c1	12	99	97	98	-31	93	96	97	10	0	9
O=C(O)CCSc1nnc(-c2ccncc2)n1-c1ccccc1	14	95	99	100	-1	105	99	98	39	-3	-31
CCOC(=O)Cn1c(=NC(=O)CN2C(=O)CCC2=O)sc2cc(S(N)(=O)=O)ccc21	25	98	99	100	-14	103	99	101	3	-4	4
O=C(Nc1ccccc1-c1ccccc1)NC1CC2CCCC(C1)N2Cc1ccc(F)cc1 (configuration not stated)	12	u	u	u	-27	u	u	u	11	0	x
CCCn1nc2cc(C(=O)NC3CCc4ccccc43)ccc2c1OCC (configuration not stated)	6	100	99	100	-46	100	99	98	8	4	-15
O=C(Nc1nc(-c2ccc(Cl)s2)cs1)c1cccs1	20	95	96	101	-4	103	96	97	34	-6	x
CSc1nsc(/C=C/Nc2ccc(F)cc2F)c1C#N	18	93	95	95	-39	96	94	98	11	2	x
CCOc1ccccc1N1CCN(CC(=O)NCCc2ccc(S(N)(=O)=O)cc2)CC1	17	92	95	95	-17	95	94	97	16	3	0
CN(C)C(CNC(=O)c1cc(S(=O)(=O)N(C)c2ccccc2)ccc1Cl)c1cccs1 (configuration not stated)	3	108	101	101	-24	100	103	99	9	-2	19
Cc1nn(Cc2ccc(Cl)cc2Cl)c(C)c1NC(=O)Cn1nc([N+](=O)[O-])c(Cl)c1C	1	98	95	95	8	97	95	95	5	-1	13
O=C(CN(Cc1ccc2c(c1)OCO2)C(=O)CNS(=O)(=O)c1ccccc1)NCC1CCCO1 (configuration not stated)	13	104	103	103	-19	105	105	96	22	0	-13
NC(=O)c1sc(=S)n(-c2ccc(Br)cc2)c1N	9	106	102	102	-24	104	100	101	7	-3	x
COc1cccc(-c2nnn(CC(C)=O)n2)c1	6	100	101	101	0	107	103	99	5	2	4
O=C(Oc1cccnc1)c1ccc(Cl)cc1	16	97	96	98	-4	102	98	97	14	0	7
COc1ccccc1NC(=O)c1c(Nc2ccccc2C)sc(C(=O)Nc2cccc(Cl)c2)c1N	-2	99	98	100	-26	105	99	102	3	-4	-4
O=C(COC(=O)CNC(=O)c1ccccc1)Nc1cccc(Br)c1	8	100	101	102	4	101	101	100	13	-2	x
O=[N+]([O-])c1ccc(Sc2nc3ccccc3o2)c([N+](=O)[O-])c1	6	102	98	97	-5	102	101	92	13	-4	x
Nc1nc(CC(=O)CSc2ccc(Cl)cc2)nc(Nc2ccc(F)cc2)n1	-101	102	102	98	24	102	100	100	15	-9	3
CCC1(CC)NC(=O)N(CC(=O)OCC(=O)Nc2ccc(F)c(F)c2F)C1=O	-4	102	102	99	-31	97	100	93	5	-2	-14
C/C(N)=C(/C#N)C(=O)COC(=O)c1cc2c(s1)CCC(C)C2 (configuration not stated)	17	91	93	93	8	91	91	93	21	-3	-41
CC1(C)NC(=O)N(CCCCOc2ccccc2[N+](=O)[O-])C1=O	1	109	101	101	-25	100	102	97	8	2	x
CCCCCCC1CC(CSC(=N)N)OC1=O (configuration not stated)	29	98	100	100	5	103	97	98	10	-1	12
COC(=O)/C=c1/s/c(=C(/C#N)C(=O)N2CCOCC2)n(-c2ccccc2)c1=O	7	101	104	104	-35	104	105	100	11	2	x
COc1ccc(C2C(C#N)=C(N)N(c3sc4c(c3C#N)CCCC4)C3=C2C(=O)CC(C)(C)C3)cc1OC (configuration not stated)	-57	105	102	102	-68	111	103	100	13	2	x

Whole records, looked up by structure:
NC(=O)c1sc(=S)n(-c2ccc(Br)cc2)c1N is listed as Mcl1 Noxa PPI: 9; Rab7 wt modul: 106; Rab2 wt GTP: 102; Cdc42 wt GTP: 102; Mcl1-Bid inh: -24; Rac1 wt modul: 104; HRas wt GTP: 100; Rac1 mut GTP: 101; Avidin bead fluor: 7; Bim-Mcl-1: -3; Pf gametocyte: x
COc1cccc(-c2nnn(CC(C)=O)n2)c1 is listed as Mcl1 Noxa PPI: 6; Rab7 wt modul: 100; Rab2 wt GTP: 101; Cdc42 wt GTP: 101; Mcl1-Bid inh: 0; Rac1 wt modul: 107; HRas wt GTP: 103; Rac1 mut GTP: 99; Avidin bead fluor: 5; Bim-Mcl-1: 2; Pf gametocyte: 4

Next section.
SMILES	Mcl1 Noxa PPI	Rab7 wt modul	Rab2 wt GTP	Cdc42 wt GTP	Mcl1-Bid inh	Rac1 wt modul	HRas wt GTP	Rac1 mut GTP	Avidin bead fluor	Bim-Mcl-1	Pf gametocyte
CC1CCc2c(C(=O)OCC(=O)Nc3cccc(S(=O)(=O)N4CCCCCC4)c3)csc2C1 (configuration not stated)	1	96	96	97	-20	101	96	96	12	0	-17
O=C(Cn1cc([N+](=O)[O-])cn1)Nc1ccc(Cn2cc(Br)cn2)cc1	-13	101	97	98	-11	102	100	100	12	-7	-4
CC(=O)N1CCN(C(=O)COc2ccc(N(C)S(=O)(=O)c3cccs3)cc2)CC1	-7	102	99	99	14	99	97	96	6	-4	-8
Fc1ccc(CNc2nc3ccccc3n3cnnc23)cc1	-6	103	101	105	7	103	100	99	7	0	x
Cc1cc(S(=O)(=O)NCc2ccco2)c(C)s1	-2	95	102	102	-10	100	102	100	18	2	6
COc1ccccc1N(CC(O)Cn1nc(C)cc1C)S(=O)(=O)c1ccccc1 (configuration not stated)	6	100	99	98	-19	100	97	98	2	2	4
CCOC(=O)N1CCN(C(=O)CCCn2c(=S)[nH]c3ccccc3c2=O)CC1	20	98	101	106	-51	112	101	102	x	-1	x
CCCC1=[N+](CC(C)=O)CCn2c(C)ccc21	13	96	94	96	-5	100	96	96	10	1	x
Nc1nc(SCC(=O)N2CCc3ccccc3C2)[nH]c(=O)c1-c1ccccc1	20	99	99	96	-9	95	96	96	10	0	x
CCOC(=O)N1CCC(N2CC34C=CC(O3)C(C(=O)Nc3ccc(C(C)C)cc3)C4C2=O)CC1 (configuration not stated)	3	103	100	102	-21	102	100	98	8	1	x
CCC1(C)OC(=O)N2CCc3c(C)[nH]c4c(C)ccc(c34)C21C (configuration not stated)	19	101	100	105	2	104	101	99	8	0	x
COc1ccc(NS(=O)(=O)c2cccc(-c3nnc(-c4ccccc4)o3)c2)cc1	0	101	97	103	-1	104	101	98	5	0	-34
CS(=O)(=O)N(CC(=O)Nc1ccccc1C(=O)N1CCOCC1)c1ccccc1	1	96	100	105	-4	104	101	97	20	1	-1

Ten entries out of the list, arranged by formula weight, descending:
SMILES	Mcl1 Noxa PPI	Rab7 wt modul	Rab2 wt GTP	Cdc42 wt GTP	Mcl1-Bid inh	Rac1 wt modul	HRas wt GTP	Rac1 mut GTP	Avidin bead fluor	Bim-Mcl-1	Pf gametocyte
CC1CCc2c(C(=O)OCC(=O)Nc3cccc(S(=O)(=O)N4CCCCCC4)c3)csc2C1 (configuration not stated)	1	96	96	97	-20	101	96	96	12	0	-17
CCOC(=O)N1CCC(N2CC34C=CC(O3)C(C(=O)Nc3ccc(C(C)C)cc3)C4C2=O)CC1 (configuration not stated)	3	103	100	102	-21	102	100	98	8	1	x
CC(=O)N1CCN(C(=O)COc2ccc(N(C)S(=O)(=O)c3cccs3)cc2)CC1	-7	102	99	99	14	99	97	96	6	-4	-8
CS(=O)(=O)N(CC(=O)Nc1ccccc1C(=O)N1CCOCC1)c1ccccc1	1	96	100	105	-4	104	101	97	20	1	-1
COc1ccccc1N(CC(O)Cn1nc(C)cc1C)S(=O)(=O)c1ccccc1 (configuration not stated)	6	100	99	98	-19	100	97	98	2	2	4
O=C(Cn1cc([N+](=O)[O-])cn1)Nc1ccc(Cn2cc(Br)cn2)cc1	-13	101	97	98	-11	102	100	100	12	-7	-4
CCOC(=O)N1CCN(C(=O)CCCn2c(=S)[nH]c3ccccc3c2=O)CC1	20	98	101	106	-51	112	101	102	x	-1	x
Nc1nc(SCC(=O)N2CCc3ccccc3C2)[nH]c(=O)c1-c1ccccc1	20	99	99	96	-9	95	96	96	10	0	x
Cc1cc(S(=O)(=O)NCc2ccco2)c(C)s1	-2	95	102	102	-10	100	102	100	18	2	6
CCCC1=[N+](CC(C)=O)CCn2c(C)ccc21	13	96	94	96	-5	100	96	96	10	1	x

Compound activity as filed in PubChem BioAssay.
